From PubChem BioAssay
RGS4 pot = potentiators or activators of RGS4; HEK293 M3R/inducible RGS4, carbachol calcium flux Fluo4; active compounds read low; B-score at 10 µM; 0.92% of 310,000 active;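 active means B-score of the integrated calcium signal more than 4 SD below the library mean, with starting fluorescence not abnormally high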;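 further: negative B-score means reduced calcium response which marks RGS4 activation or potentiation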
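Reagent: ECmax carbachol challenge; Test system: M3R-expressing HEK293 line, RGS4 induced by doxycycline; Schedule: overnight RGS4 induction, 30 min dye load 37 °C, 20 min compound RT; Detection: calcium dye Fluo4 fluorescence; Read-out: Agonist-evoked peak-minus-minimum fluorescence over baseline, integrated ratio, B score.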
RGS4 block = human RGS4 inhibition | 0.45% of 310,000 active | HEK293 M3R/RGS4 inducible, Fluo-4 calcium flux; active compounds read high; triggered by carbachol at its EC20 | P49798 | B-score at 10 µM;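 active means B-score, a plate-corrected calcium signal, over three deviations above library mean, with baseline fluorescence within five deviations of library mean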;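 further: RGS4 expression induced by doxycycline in cells with stable M3 receptor; B-score is computed from the integrated fluorescence ratio over baseline after carbachol; higher B-score means a larger calcium signal and so more RGS4 inhibition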
MrgX1 antag = antagonists of human MrgX1 receptor. Q96LB2. MRGX1-HEK293 calcium flux, Fluo-4, BAM8-22 antagonism; active compounds read low. B-score at 10 µM. 1.3% of 310,000 active;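 active means calcium-response B-score plate-corrected more than 3 library SD below zero, starting fluorescence within 5 deviations, no agonist response on first addition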;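 further: peak minus trough fluorescence over baseline after final BAM8-22 challenge near maximal dose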
HIF act = HIF pathway transcriptional activation | AID 1910 | activation, % at 7.5 µM (by protocol) | 0.32% of 300,000 active | U2OS HRE-luciferase reporter, luminescence; normalized: DMSO 0%, desferrioxamine 100%;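 active means mean activation of at least 10% of the iron chelator positive control signal, with at least half of replicates also reaching 10%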
TRPC4 inh = inhibitors of mouse TRPC4 channel | Q9QUQ5 | HEK293 TRPC4beta/mu-opioid, DAMGO-evoked Fluo4 calcium flux; active compounds read low | B-score at 10 µM | 0.39% of 300,000 active | AID 2247;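 active means B-score over 3 SD under the library average, no early fluorescence shift, positive overall ratio signal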
Target sequence (Q9QUQ5 whole entry, looked up): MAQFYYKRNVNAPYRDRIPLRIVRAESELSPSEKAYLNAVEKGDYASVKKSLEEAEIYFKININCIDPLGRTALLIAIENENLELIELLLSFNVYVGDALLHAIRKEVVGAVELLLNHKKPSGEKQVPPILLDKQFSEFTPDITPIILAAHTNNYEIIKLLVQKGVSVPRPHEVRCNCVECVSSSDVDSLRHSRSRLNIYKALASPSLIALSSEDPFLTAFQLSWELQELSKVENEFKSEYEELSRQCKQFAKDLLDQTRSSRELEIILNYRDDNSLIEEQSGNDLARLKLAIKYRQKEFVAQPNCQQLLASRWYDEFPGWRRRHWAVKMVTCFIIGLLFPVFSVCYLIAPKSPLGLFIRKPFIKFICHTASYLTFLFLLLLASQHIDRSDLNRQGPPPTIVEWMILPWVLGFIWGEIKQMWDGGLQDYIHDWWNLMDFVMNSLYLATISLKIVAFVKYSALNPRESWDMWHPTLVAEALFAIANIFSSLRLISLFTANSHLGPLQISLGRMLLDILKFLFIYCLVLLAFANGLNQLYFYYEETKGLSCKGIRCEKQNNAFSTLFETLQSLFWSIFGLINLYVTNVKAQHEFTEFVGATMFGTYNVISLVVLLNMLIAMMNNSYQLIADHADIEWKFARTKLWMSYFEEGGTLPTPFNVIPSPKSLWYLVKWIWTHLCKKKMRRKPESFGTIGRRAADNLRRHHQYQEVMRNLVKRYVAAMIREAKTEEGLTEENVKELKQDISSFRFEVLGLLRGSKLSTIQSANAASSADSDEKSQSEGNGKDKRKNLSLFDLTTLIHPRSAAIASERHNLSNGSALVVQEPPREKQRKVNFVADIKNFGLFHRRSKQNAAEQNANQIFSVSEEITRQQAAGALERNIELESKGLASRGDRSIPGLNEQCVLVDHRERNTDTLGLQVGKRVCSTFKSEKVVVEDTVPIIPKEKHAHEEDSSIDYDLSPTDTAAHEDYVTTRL
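Assay system: HEK293 cells with stable TRPC4beta plus mu-opioid receptor expression. Dosing: single dose. Measured by: Fluo4 Ca2+ flux fluorescence. Also added: DAMGO in two steps, submaximal then maximal. Read-out: B score from integrated Fluo4 fluorescence ratio.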
MrgX1 allo act = allosterically activates human MrgX1 receptor signaling. MrgX1-HEK293, Fluo-4 calcium flux, FDSS; active compounds read high. Q96LB2. 0.63% of 310,000 active. AID 588675. B-score at 10 µM;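 active means plate-corrected calcium response at least 3 library SD above typical, normal starting fluorescence, not activating the receptor alone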;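 further: compound read alongside a low EC10 to EC30 dose of BAM8-22 agonist; peak minus trough fluorescence over baseline measured at the second addition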
Platelet DG rel = modulates dense granule release in human platelets; 0.22% of 300,000 active; inhibition, %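 (compounds screened at 7.5 µM in platelet-rich plasma)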; human platelet-rich plasma, SFLLRN dense granule ATP release, luminescence;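 active means mean replicate score, as percent of positive control, at or above 50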
TRPC6 inh = inhibitors of mouse TRPC6 channel | 1.1% of 310,000 active | HEK293-TRPC6, membrane potential dye, ACh-evoked depolarization; active compounds read low | B-score at 10 µM | Q61143 | AID 2553;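 active means B-score under library mean minus 3 SD, initial fluorescence not abnormally high, positive integrated signal ratio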;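 further: B-score derived from integrated fluorescence ratio over the kinetic read; more negative B-score means stronger inhibition of depolarization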
SKKanGAS inh = blocks kanamycin growth of S. pyogenes SKKanGAS strain. BacTiter-Glo, 6 h. inhibition, % at 7.5 µM. 1.3% of 300,000 active;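 active means mean replicate score, as percent of positive control median, at least 50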;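 further: strain carries kanamycin resistance gene driven by streptokinase promoter and grows in 40 µg/ml kanamycin; loss of luminescence reflects streptokinase promoter inhibition or plain growth inhibition; 0% = median of DMSO wells and 100% = positive control at its reference dose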
MrgX1 agonist = agonists of human MrgX1 receptor | 0.44% of 310,000 active | MrgX1-HEK293 cells, Fluo-4 calcium fluorescence, agonist mode; active compounds read high | B-score at 10 µM;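 active means calcium response B-score plate-corrected fluorescence ratio at least 3 library SD, with starting fluorescence B-score inside 5 SD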
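Material: HEK293 cells stably expressing human MrgX1 receptor | Quantity: 15,000 cells per well | Times: Cells plated overnight, dye loaded 0.5 h 37 °C, 0.5 h room temperature | Measured by: Kinetic Fluo-4 NW fluorescence of intracellular calcium | Control set: Positive and negative controls per plate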
TRPC6 act = activates the mouse TRPC6 cation channel; AID 2550; 0.13% of 310,000 active; HEK293-TRPC6 membrane potential dye fluorescence; active compounds read high; Q61143; B-score at 10 µM;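 active means B-score of the integrated fluorescence ratio above library mean plus 3 SD, and starting fluorescence ratio within library mean plus 5 SD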;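 further: higher score means more depolarization so channel activation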
An asterisk follows results filed as active; i = inactive; · = no result given. Compounds as they come. Share with any hit: about 6.1%.

smiles	RGS4 pot	RGS4 block	MrgX1 antag	HIF act	TRPC4 inh	MrgX1 allo act	Platelet DG rel	TRPC6 inh	SKKanGAS inh	MrgX1 agonist	TRPC6 act
CCOc1ccc(C(=O)Nc2cccc3ncccc23)cc1Br	i	i	i	0.4	i	i	3	i	-8	i	i
Cc1nn(C)c(Cl)c1CN1CCCC(C(=O)Nc2ccc(-c3cscn3)cc2)C1 (centres undefined)	i	i	i	-0.3	i	i	-15	i	50*	i	i
CS(=O)(=O)N1CCc2cc(S(=O)(=O)N3CCN(Cc4ccc5c(c4)OCO5)CC3)ccc21	i	i	i	-0.1	i	i	-3	i	-12	i	i
O=C(NCCc1ccccc1)C(=O)NCC1OCCCN1S(=O)(=O)c1ccc(F)cc1 (centres undefined)	i	i	i	0.3	i	i	-10	i	3	i	i
CC1=CC(C2CC(=O)N(c3ccc(C)cc3)C2=O)CC2C(=O)N(c3ccc(C)cc3)C(=O)C12 (centres undefined)	i	i	i	-0.1	i	i	-6	i	7	i	i
O=C(CSCCN1C(=O)c2ccccc2C1=O)Nc1ccc2ccccc2c1	i	i	i	-0.5	i	i	-11	i	-10	i	i
O=C1NC(=O)/C(=C\c2ccc(OCc3ccccc3)cc2)S1	i	i	i	1.2	i	i	0	i	55*	i	i
CCOc1ccccc1NC(=S)NCc1cccn1C	i	i	i	-1.0	i	i	1	i	-6	i	i
Cc1ccccc1N1CCN(C2CCCN(C(=O)c3ccc(Cl)s3)C2)CC1 (centres undefined)	i	i	i	0.2	i	i	-2	i	-3	i	i
CN(C(=O)COC(=O)/C=C/c1ccc2ccccc2n1)C1CCS(=O)(=O)C1 (centres undefined)	i	i	i	-1.5	i	i	7	i	-5	i	i
Cc1ccc(C(=O)OCn2nnc3ccccc3c2=O)cc1[N+](=O)[O-]	i	i	i	-1.4	i	i	2	i	-1	i	i
COc1ccc2c(=O)c(C(=O)NCCc3ccccc3)c[nH]c2c1	i	i	i	4.4	i	i	-5	i	-3	i	i
O=c1c2ccccc2nc(-c2ccc([N+](=O)[O-])cc2)n1O	i	i	i	0.0	i	i	-3	i	2	i	i
O=S(=O)(c1ccc(Nc2ccc3c(c2)OCO3)nc1)N1CCOCC1	i	i	i	-0.2	i	i	0	i	0	i	i
CC1CCN(C(=S)NCCc2ccccc2)CC1	i	i	i	2.6	i	i	8	i	-2	i	i
Cc1ccc(OC(=O)c2cccc(C(=O)Oc3ccc(C)cn3)n2)nc1	i	i	i	0.2	i	i	-3	i	-6	i	i
CN(C)c1ccc(NC(=O)c2ccc3c(c2)nnn3C)cc1	i	i	i	0.7	i	i	-8	i	-12	i	i
CCOC(=O)N1CCN(Cc2nc(Cc3cccc(C(F)(F)F)c3)no2)CC1	i	i	i	0.5	i	i	5	i	3	i	i
C/C(=N\Nc1nc(N)cc(Cl)n1)c1cccc([N+](=O)[O-])c1	i	i	i	0.9	i	i	0	i	-3	i	i
CCOC(=O)c1c(NC(=O)CN2C(=O)NC3(CCCCC3C)C2=O)sc(C(=O)N(C)C)c1C (centres undefined)	i	i	i	0.1	i	i	-1	i	0	i	i
COc1ccc(Cl)cc1NC(=O)CN(C)C(=O)Cn1c(=O)oc2ccccc21	i	i	i	0.0	i	i	-5	i	11	i	i
O=C(Cn1c(=O)oc2cc(S(=O)(=O)N3CCc4ccccc43)ccc21)N1CCCCC1	i	i	i	·	i	i	9	i	5	i	i
CN(C(=O)CN1C(=O)/C(=C/c2ccccc2F)SC1=S)C1CCS(=O)(=O)C1 (centres undefined)	i	i	i	-0.2	i	i	1	i	0	i	i
Cc1nnc(SCC(=O)Nc2ncc3c(n2)CC(C)(C)CC3=O)s1	i	i	i	-0.2	i	i	-10	i	4	i	i
CN1C(=O)N(C)C2(C)CC1(C)N(C)C(=O)N2C	i	i	i	-0.1	i	i	-7	i	4	i	i
CCCN(CCC)C(=O)CC(c1ccccc1)c1ccc(C)cc1O (centres undefined)	i	i	i	-0.2	i	i	-3	i	1	i	i
Cc1ccnc(NC(=O)C2CCN(S(=O)(=O)c3ccc(C)c(C)c3)CC2)c1	i	i	i	2.3	i	i	30	i	6	i	i
COCCn1c(SCC(=O)Nc2cccc(OC)c2)nnc1-c1ccc(Cl)cc1	i	i	i	-0.2	i	i	8	i	-10	i	i
O=C(CN1C(=O)NC2(CCCC2)C1=O)NNC(=O)c1ccc(F)cc1	i	i	i	-0.6	i	i	25	i	2	i	i
O=C(N/N=C/c1cccnc1)c1cc(Br)ccc1O	i	i	i	4.5	i	i	1	i	-4	i	i
CCOc1c(CNCc2ccc(C(=O)O)cc2)cccc1OC	i	i	i	-0.4	i	i	4	i	-12	i	i
CCCC(=O)Nc1nc2c(s1)COc1ccccc1-2	i	i	i	0.7	i	i	1	i	-1	i	i
COc1ccccc1NC(=O)CN(Cc1ccco1)C(=O)c1ccc(=O)[nH]c1	i	i	i	-0.1	i	i	0	i	3	i	i
COC(=O)c1cc(-c2cccc([N+](=O)[O-])c2)c2c(=O)[nH]c(=O)n(C)c2n1	i	i	i	-3.2	i	i	9	i	1	i	i
O=C(N/N=C/c1cccc([N+](=O)[O-])c1)C1CC(=O)N(c2ccc(Br)cc2)C1 (centres undefined)	i	i	i	0.9	i	i	20	i	3	i	i
CN(C(=O)COC(=O)c1c2c(nc3ccccc13)/C(=C/c1cccc([N+](=O)[O-])c1)CCC2)C1CCS(=O)(=O)C1 (centres undefined)	i	i	i	-1.0	i	i	-7	i	23	i	i
Cc1ccc(-c2nc(C(Cl)Cl)c3ccccc3n2)cc1	i	i	i	2.7	i	i	4	i	-2	i	i
CCCCCCCNC(=O)C1(CC2CC(c3cccc(Br)c3)=NO2)CCN(C(=O)OC(C)(C)C)CC1 (centres undefined)	i	i	i	0.9	i	i	0	i	19	i	i
CCC(C)(C)NC(=O)CN(C(=O)C(=O)Nc1ccc2c(c1)OCCO2)C1CC1	i	i	i	0.2	i	i	2	i	-6	i	i
COc1cccc(NC(=O)c2ccc3c(c2)CCN3S(C)(=O)=O)c1	i	i	i	1.3	i	i	-2	i	-7	i	i
COc1cccc(CC(NC(C)=O)C(=O)NC2CCN(c3c(Cc4ccccc4)c(C)nc4ncnn34)CC2)c1OC (centres undefined)	i	i	i	-0.7	i	i	-6	i	6	i	i
Cc1ccc2c(CSc3nc4nc(C)cc(C)n4n3)cc(=O)oc2c1	i	i	i	0.0	i	i	4	i	6	i	i
CC(C)CC(=O)c1c[nH]c(C(=O)NCc2ccc(F)cc2)c1	i	i	i	1.4	i	i	1	i	-4	i	i
CCn1c(SCC(=O)NC2(C#N)CCCCC2)nc2ccccc2c1=O	i	i	i	-1.8	i	i	5	i	21	i	i
COc1ccc(S(=O)(=O)Nc2ncccn2)cc1	i	i	i	1.1	i	i	1	i	2	i	i
C=CCn1c(O)c(C=Nc2ccc(CN3CCCCC3)cc2)c(=O)[nH]c1=S	i	i	i	-0.2	i	i	-1	i	0	i	i
O=C(O)Cc1ccc(NS(=O)(=O)c2ccccc2Cl)cc1	i	i	i	-0.3	i	i	0	i	-13	i	i
Cc1cccc(-n2c(=O)[nH]c3c(C(N)=O)nc(C(C)C)nc32)c1	i	i	i	-0.3	i	i	2	i	8	i	i
CCCCC1=CC2=CC(=O)C(C)(OC(=O)CC)C(=O)C2=CN1CCc1c[nH]c2ccccc12 (centres undefined)	i	i	i	-0.7	i	i	0	i	11	i	i
COc1ccc(-c2csc3ncnc(N4CCN(S(=O)(=O)c5ccc(C)cc5)CC4)c23)cc1	-7.5*	i	i	0.0	i	i	7	i	-10	i	i

Next structures
smiles	RGS4 pot	RGS4 block	MrgX1 antag	HIF act	TRPC4 inh	MrgX1 allo act	Platelet DG rel	TRPC6 inh	SKKanGAS inh	MrgX1 agonist	TRPC6 act
Cn1ccnc1SCCNC(=O)C1CCC(=O)N(Cc2ccc(Cl)cc2)C1 (centres undefined)	i	i	i	0.0	i	i	-3	i	2	i	i
Cc1cc(-c2ccccc2C(=O)O)on1	i	i	i	-0.1	i	i	-6	i	0	i	i
CCc1ccccc1N(CC(=O)N1CCCCCC1)S(C)(=O)=O	i	i	i	0.9	i	i	12	i	6	i	i
CC1(Cc2ccc3c(c2)OCO3)NC(=O)NC1=O (centres undefined)	i	i	i	0.0	i	i	7	i	-5	i	i
CC(C)CCNc1nc(N)c([N+](=O)[O-])c(NC2CCCCC2)n1	i	i	i	-0.1	i	i	-5	i	4	i	i
COc1ccc(/C=N\NC(=O)c2sccc2C)cc1Cn1nc(C)cc1C	i	i	i	2.4	i	i	-10	i	-2	i	i
O=C(O)c1ccccc1/C=N/NC(=O)c1cc(-c2ccco2)nc2ccccc12	i	i	i	-0.4	i	i	1	i	4	i	i
COc1cccc(C2C(C(=O)Nc3nc4ccccc4s3)=C(C)NC3=C2C(=O)CC(C)(C)C3)c1OC (centres undefined)	i	i	i	-0.4	i	i	10	i	28	i	i
COc1cc(C(N)=O)cc(Br)c1OCc1ccccc1	i	i	i	-0.1	i	i	-6	i	2	i	i
COc1ccc(/C=N/NC(=O)c2cccc(NC(=O)c3ccc(Cl)cc3)c2)c(OC)c1	i	i	i	0.7	i	i	-3	i	5	i	i
CCNc1nc(NC(C)C)nc(SCCOC(=O)c2ccccc2)n1	i	i	i	-0.3	i	i	5	i	0	i	i
CC(=O)c1ccc2c(c1)Cc1cc(C(C)=O)ccc1-2	i	i	i	-26	i	i	0	i	-18	i	i
O=C(COC(=O)CN1C(=O)C(=O)c2ccccc21)OCN1C(=O)c2ccccc2C1=O	i	i	i	-0.7	i	i	-8	i	3	i	i
CC1CCCCC1NC(=O)COC(=O)c1cc(=O)c2ccccc2o1 (centres undefined)	i	i	i	0.0	i	i	-1	i	-3	i	i
COCCn1c(SCC(=O)Nc2ccc(OC)c(S(N)(=O)=O)c2)nc2ccccc2c1=O	i	i	i	-0.2	i	i	-5	i	-14	i	i
